Source: PubChem
S1P4 antagonist – S1P4 receptor antagonists, primary screen, cell-based; Sphingosine 1-phosphate receptor 4 (Homo sapiens), O95977; S1P4-expressing cells, antagonist mode, reporter read-out; inhibition, % at 4.98 µM; hit rate 0.26% among 220,000; AID 1510, 2009; in the data active = inhibition above about 29%;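 also: 0% = wells stimulated with agonist and 100% = vehicle wells without agonist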
Target sequence (O95977 whole entry, looked up): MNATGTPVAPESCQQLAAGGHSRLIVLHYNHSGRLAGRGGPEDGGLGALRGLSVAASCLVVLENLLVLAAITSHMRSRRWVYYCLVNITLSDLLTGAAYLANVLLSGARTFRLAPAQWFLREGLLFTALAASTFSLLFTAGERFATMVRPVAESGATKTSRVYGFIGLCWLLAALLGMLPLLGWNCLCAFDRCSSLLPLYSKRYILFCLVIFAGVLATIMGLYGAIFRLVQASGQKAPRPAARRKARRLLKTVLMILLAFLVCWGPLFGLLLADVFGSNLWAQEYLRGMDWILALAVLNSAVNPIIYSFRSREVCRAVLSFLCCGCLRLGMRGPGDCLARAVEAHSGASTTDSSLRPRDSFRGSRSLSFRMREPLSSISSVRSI
Ba/F3 V617F tox – reduced viability of JAK2V617F-dependent Ba/F3 cells, primary screen, JAK2V617F inhibitor project, cell-based, Ba/F3 EpoR-JAK2V617F, luminescence; hit rate 1.1% among 220,000; inhibition, % at 5.6 µM; ATP luminescence; AID 1446, 2008;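 active = inhibition above the campaign mean plus 3 SD over all tested compounds, cut at about 24% in these data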;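 also: cytokine-independent growth of Ba/F3 cells driven by EpoR plus mutant JAK2; 0% = DMSO-treated cells and 100% = JAK inhibitor I control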
PERK inhibitor – block of dimerizer-induced PERK translation repression, primary screen, PERK inhibitor project, CHO PERK-DD cells, SEAP luminescence, HTS. CHO PERK-DD fusion, SEAP luminescence translation reporter. inhibition, % at 5.6 µM. hit rate 0.17% among 220,000. AID 1416, 2008;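 active = inhibition above the mean inhibition of all tested compounds plus 3 SD, set separately per screening campaign, cut at about 2.9% in these data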;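 also: PERK kinase domain activated by AP20187 dimerizer at 100 nM; 0% = DMSO with dimerizer and 100% = rapamycin at 8.4 µM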
NPY2 pot ag – NPY-Y2 potentiators or agonists, primary screen, cell-based. cells expressing NPY-Y2, potentiator/agonist read-out. hit rate 0.45% among 220,000. activation, % at 3.6 µM; in the data active = activation above about 27%;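 also: cells stimulated with NPY near EC25 plus isoproterenol at EC100; 0% = vehicle plus submaximal agonist and 100% = vehicle plus saturating agonist; some results beyond the cut were filed as inactive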
BaF3 tox – parental Ba/F3 cell viability inhibition, counter-screen for JAK2V617F inhibitor project, murine pro-B, CellTiter-Glo luminescence; hit rate 1.1% among 220,000; CellTiter-Glo ATP luminescence; inhibition, % at 5.6 µM;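 active = inhibition above a per-campaign cutoff, the mean inhibition of all tested compounds plus 3 SD, cut at about 27% in these data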;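 also: 0% = DMSO wells and 100% = JAK Inhibitor I control wells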
Wee1 stabilizer – Wee1 degradation inhibitors, primary screen, cell-based, HeLa, Wee1K328M-luciferase, luminescence | Wee1-like protein kinase (Homo sapiens), P30291 | HeLa Luc-Wee1K328M stability; 100% = proteasome inhibitor MG132 effect | reporter increase, % at 5 µM | hit rate 1.2% among 220,000 | AID 1321, 2008;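 active = activation above the mean of all tested compounds plus 3 SD, set per screening run, cut at about 8.8% in these data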;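 also: cells exposed to compound for 20 h before luminescence read; 0% = DMSO alone and 100% = MG132 at 30 µM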
S1P4 agonist – S1P4 receptor agonists, primary screen, cell-based; hit rate 0.35% among 220,000; activation, % at 4.98 µM; Sphingosine 1-phosphate receptor 4 (Homo sapiens), O95977; S1P4-expressing cell line, agonist reporter assay; in the data active = activation above about 11%;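 also: 0% = DMSO vehicle and 100% = reference agonist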
eIF4E-4G inh – eIF4E–eIF4G protein interaction inhibitors, primary screen, biochemical, uHTS, TR-FRET, eIF4GI fragment. TR-FRET eIF4E-eIF4GI(517-606) binding, 2 h. inhibition, % at 21.7 µM. hit rate 0.37% among 220,000. AID 782, 2007;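 active = inhibition above about 30%, limit read from the data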;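 also: 0% = full FRET control wells and 100% = background wells lacking eIF4GI fragment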
Mdm2 ligase inh – MDM2-luciferase reporter signal enhancers, primary screen, MDM2 E3 ligase inhibitor project, cell-based, luminescence, 1536-well; E3 ubiquitin-protein ligase Mdm2 (Homo sapiens), Q00987; cell-based MDM2 ubiquitination luciferase reporter, 2 h; 0 = plate control, 100 = twice control, blank-subtracted; signal enhancement, % at 5 µM; hit rate 0.11% among 210,000; AID 1230, 2008;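 active = signal enhancement of 30% or more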;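 also: luminescence tracks abundance of the self-degrading MDM2-luciferase fusion protein; higher signal means inhibition of MDM2 E3 ligase activity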
Target sequence (Q00987 whole entry, looked up, the tested form may be a part): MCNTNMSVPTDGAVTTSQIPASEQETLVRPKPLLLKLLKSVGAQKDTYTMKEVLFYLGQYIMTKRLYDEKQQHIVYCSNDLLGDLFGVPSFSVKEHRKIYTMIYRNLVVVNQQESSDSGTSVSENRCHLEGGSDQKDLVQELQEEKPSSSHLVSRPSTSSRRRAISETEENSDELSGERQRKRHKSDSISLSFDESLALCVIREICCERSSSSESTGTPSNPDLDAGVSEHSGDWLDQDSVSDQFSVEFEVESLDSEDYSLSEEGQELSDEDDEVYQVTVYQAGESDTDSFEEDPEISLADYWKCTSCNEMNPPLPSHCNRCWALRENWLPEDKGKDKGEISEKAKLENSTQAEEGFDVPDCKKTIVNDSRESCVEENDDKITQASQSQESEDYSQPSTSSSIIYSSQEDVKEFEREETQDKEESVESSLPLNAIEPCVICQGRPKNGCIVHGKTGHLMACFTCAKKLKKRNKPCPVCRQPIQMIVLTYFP
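System: stable MDM2–luciferase fusion reporter cells / Input: 2000 cells seeded into each well / Schedule: 4 h settle plus 2 h compound, 37 °C / Compound: single-point 5 µM / Buffer or medium: cells held in DMEM / Benchmarks: control and blank well means / Evaluation: percent signal gain over controls, blank-subtracted / Measured by: luciferase luminescence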
* hit, by the source's call; [ ] = remark or other dose. No enrichment for hits; any-hit rate near 4.1%.

The opening two records, ahead of the listing:
`CCCn1c(SCC(=O)Nc2cc(C)on2)nc2c1c(=O)n(C)c(=O)n2C` gave S1P4 antagonist -7, Ba/F3 V617F tox 1, PERK inhibitor 0.6, NPY2 pot ag 7, BaF3 tox 0, Wee1 stabilizer 4 and S1P4 agonist -0.1.
Screening CCOC(=O)c1[nH]cnc1C(=O)Nc1ccccc1OC returned S1P4 antagonist -9, Ba/F3 V617F tox -1, PERK inhibitor 0.8, NPY2 pot ag -15, BaF3 tox 8, Wee1 stabilizer -4, S1P4 agonist 1.4, eIF4E-4G inh -1 and Mdm2 ligase inh -7.

This part in full, repeating the preview:
`CCCn1c(SCC(=O)Nc2cc(C)on2)nc2c1c(=O)n(C)c(=O)n2C` gave S1P4 antagonist -7, Ba/F3 V617F tox 1, PERK inhibitor 0.6, NPY2 pot ag 7, BaF3 tox 0, Wee1 stabilizer 4 and S1P4 agonist -0.1.
Screening CCOC(=O)c1[nH]cnc1C(=O)Nc1ccccc1OC returned S1P4 antagonist -9, Ba/F3 V617F tox -1, PERK inhibitor 0.8, NPY2 pot ag -15, BaF3 tox 8, Wee1 stabilizer -4, S1P4 agonist 1.4, eIF4E-4G inh -1 and Mdm2 ligase inh -7.
COCCN(CC(=O)Nc1cccc(C)c1)S(=O)(=O)c1ccc(S(=O)(=O)N2CCCC2)cc1 was read as S1P4 antagonist 11, Ba/F3 V617F tox 4, PERK inhibitor 0.6, NPY2 pot ag -26, BaF3 tox 3, Wee1 stabilizer -2, S1P4 agonist -2.1, eIF4E-4G inh -6 and Mdm2 ligase inh -18.
`CCCSc1cc(NCCOC(=O)CCC)c([N+](=O)[O-])c2nonc12` gave S1P4 antagonist -10, Ba/F3 V617F tox -3, PERK inhibitor 0.5, NPY2 pot ag 7, BaF3 tox 4, Wee1 stabilizer -1, S1P4 agonist 0.8, eIF4E-4G inh -2 and Mdm2 ligase inh -5.
For Cn1c(=O)c2c(nc(SCC(=O)O)n2Cc2cccc(C(F)(F)F)c2)n(C)c1=O the results were S1P4 antagonist -6, Ba/F3 V617F tox 7, PERK inhibitor -0.1, NPY2 pot ag -10, BaF3 tox 5, Wee1 stabilizer 1, S1P4 agonist 1.1, eIF4E-4G inh -1[fluorescence artefact?] and Mdm2 ligase inh -8.
`Cc1cccc(C(=O)NNC(=O)c2cccc([N+](=O)[O-])c2)c1` gave S1P4 antagonist -2, Ba/F3 V617F tox 3, PERK inhibitor -0.4, NPY2 pot ag 3, BaF3 tox 1, Wee1 stabilizer 0, S1P4 agonist 0.1, eIF4E-4G inh 0 and Mdm2 ligase inh -5.
Screening CCOc1ccc(OCC)c(NC(=O)C2COc3ccccc3O2)c1 (centres undefined) returned S1P4 antagonist 8, Ba/F3 V617F tox 8, PERK inhibitor -0.6, NPY2 pot ag -13, BaF3 tox 11, Wee1 stabilizer 1, S1P4 agonist 0.5, eIF4E-4G inh 6 and Mdm2 ligase inh -4.
For CS(=O)(=O)NNC(=O)c1csc(Cc2c(Cl)sc3ccc(Cl)cc23)n1 the results were S1P4 antagonist 13, Ba/F3 V617F tox 0, PERK inhibitor -0.4, NPY2 pot ag 2, BaF3 tox -2, Wee1 stabilizer 2, S1P4 agonist -0.4, eIF4E-4G inh 1 and Mdm2 ligase inh -3.
For CCOC(=O)N1CCN(Cc2nc(N)nc(Nc3ccc(C)cc3)n2)CC1 the results were S1P4 antagonist 12, Ba/F3 V617F tox 5, PERK inhibitor -0.8, NPY2 pot ag 2, BaF3 tox 5, Wee1 stabilizer 0, S1P4 agonist 1.1, eIF4E-4G inh -6 and Mdm2 ligase inh -37.
For COc1cc(-n2c(=O)c3ccccc3n(CC(=O)c3ccccc3)c2=O)cc(OC)c1OC the results were S1P4 antagonist 1, Ba/F3 V617F tox 5, PERK inhibitor 1.2, NPY2 pot ag 0, BaF3 tox 7, Wee1 stabilizer 1, S1P4 agonist -1.2, eIF4E-4G inh 3 and Mdm2 ligase inh -90.
Cc1cccc2c1N(C(=O)CN1C(=O)c3ccccc3C1=O)C(C)(C)c1ssc(=S)c1-2 was read as S1P4 antagonist -2, Ba/F3 V617F tox -2, PERK inhibitor 0.1, NPY2 pot ag 0, BaF3 tox -1, Wee1 stabilizer 3, S1P4 agonist 3.2, eIF4E-4G inh -3 and Mdm2 ligase inh -9.
Screening O=c1oc(-c2cccs2)nc2sc3c(c12)CCCCC3 returned S1P4 antagonist -11, Ba/F3 V617F tox -1, PERK inhibitor 0.9, NPY2 pot ag -18, BaF3 tox 7, Wee1 stabilizer -2 and S1P4 agonist 0.8.
For O=C1CC(N2CCN(C/C=C/c3ccccc3)CC2)C(=O)N1CCc1ccccc1 (centres undefined) the results were S1P4 antagonist 13, Ba/F3 V617F tox -2, PERK inhibitor -1.2, NPY2 pot ag 2, BaF3 tox 1, Wee1 stabilizer 2, S1P4 agonist -1.9, eIF4E-4G inh -4[fluorescence artefact?] and Mdm2 ligase inh -10.
`O=C(NC(=S)NCC1CCCO1)C(c1ccccc1)c1ccccc1` (centres undefined) gave S1P4 antagonist -17, Ba/F3 V617F tox 1, PERK inhibitor 0.6, NPY2 pot ag -3, BaF3 tox 6, Wee1 stabilizer -3, S1P4 agonist 0.6, eIF4E-4G inh -2 and Mdm2 ligase inh -18.
Screening O=S(=O)(c1ccc(-c2nnc(SCc3ccccc3)o2)cc1)N1CCCC1 returned S1P4 antagonist 0, Ba/F3 V617F tox -2, PERK inhibitor -0.9, NPY2 pot ag 14, BaF3 tox 8, Wee1 stabilizer 0, S1P4 agonist 2.2, eIF4E-4G inh -11[fluorescence artefact?] and Mdm2 ligase inh -13.
COCCNC(=O)CN(C(=O)CCC(=O)Nc1ccccn1)c1ccc(F)cc1 was read as S1P4 antagonist -26, Ba/F3 V617F tox -3, PERK inhibitor 1.3, NPY2 pot ag 11, BaF3 tox -2, Wee1 stabilizer -1, S1P4 agonist -1.0, eIF4E-4G inh 11 and Mdm2 ligase inh -8.
For OC(c1nc2ccccc2[nH]1)C(O)C(O)C(O)c1nc2ccccc2[nH]1 (centres undefined) the results were S1P4 antagonist -13, Ba/F3 V617F tox -1, PERK inhibitor 0.6, NPY2 pot ag -6, BaF3 tox -2, Wee1 stabilizer -1, S1P4 agonist 2.4, eIF4E-4G inh -4 and Mdm2 ligase inh -16.
COc1ccc(-c2csc(Nc3cccnc3)n2)cc1OC was read as S1P4 antagonist 0, Ba/F3 V617F tox 1, PERK inhibitor -0.2, NPY2 pot ag -4, BaF3 tox 4, Wee1 stabilizer -1, S1P4 agonist 2.4, eIF4E-4G inh 3 and Mdm2 ligase inh -20.
`O=C(Nc1cc(=O)c2ccccc2o1)N1CCOCC1` gave S1P4 antagonist -4, Ba/F3 V617F tox -4, PERK inhibitor -0.5, NPY2 pot ag 12, BaF3 tox 0, Wee1 stabilizer 0, S1P4 agonist 2.5, eIF4E-4G inh -4 and Mdm2 ligase inh -3.
Screening O=C(CSc1ncnc2ccccc12)Nc1ccc2c(c1)OCCO2 returned S1P4 antagonist -16, Ba/F3 V617F tox 6, PERK inhibitor -0.2, NPY2 pot ag -8, BaF3 tox 5, Wee1 stabilizer -1, S1P4 agonist 0.4, eIF4E-4G inh 1 and Mdm2 ligase inh -6.
CCN(CC(=O)NC(C)(C)C)Cc1nc2c(Br)cc(Br)cc2c(=O)[nH]1 was read as S1P4 antagonist 0, Ba/F3 V617F tox -4, PERK inhibitor -0.7, NPY2 pot ag -16, BaF3 tox -3, Wee1 stabilizer 2, S1P4 agonist 1.2, eIF4E-4G inh -1 and Mdm2 ligase inh -9.
For c1ccc(C2=Nn3c(nnc3-c3ccccn3)SC2)cc1 the results were S1P4 antagonist 1, Ba/F3 V617F tox 6, PERK inhibitor 0.6, NPY2 pot ag 5, BaF3 tox 6, Wee1 stabilizer 0, S1P4 agonist -1.1, eIF4E-4G inh 0 and Mdm2 ligase inh -17.
CCOC(=O)Cc1csc(NC(=O)CN(C)S(=O)(=O)c2ccc3c(c2)CCC(=O)N3)n1 was read as S1P4 antagonist -17, Ba/F3 V617F tox -1, PERK inhibitor -0.5, NPY2 pot ag 2, BaF3 tox 4, Wee1 stabilizer -1 and S1P4 agonist 1.1.
For O=C(CN1CCOCC1)Nc1ccc(C2CCCCC2)cc1 the results were S1P4 antagonist 2, Ba/F3 V617F tox 3, PERK inhibitor 0.0, NPY2 pot ag 0, BaF3 tox 5, Wee1 stabilizer 0, S1P4 agonist -2.5, eIF4E-4G inh -1 and Mdm2 ligase inh -4.
For COc1ccc(C(C(=O)NCC2CCCO2)N(C(=O)CNC(=O)c2cccs2)c2ccccc2C)cc1OC (centres undefined) the results were S1P4 antagonist -3, Ba/F3 V617F tox 1, PERK inhibitor -0.1, NPY2 pot ag -1, BaF3 tox 9, Wee1 stabilizer 0, S1P4 agonist -1.1, eIF4E-4G inh -1 and Mdm2 ligase inh 7.
For CCOc1cc(S(=O)(=O)Nc2ccc(CC)cc2)ccc1Cl the results were S1P4 antagonist -15, Ba/F3 V617F tox 1, PERK inhibitor 0.1, NPY2 pot ag 0, BaF3 tox 7, Wee1 stabilizer 5, S1P4 agonist -0.4, eIF4E-4G inh 14 and Mdm2 ligase inh -23.
`COc1ccc(C2OCC3(CO2)SC(N)=NC3=O)cc1` (centres undefined) gave S1P4 antagonist -3, Ba/F3 V617F tox -4, PERK inhibitor 1.4, NPY2 pot ag 13, BaF3 tox 0, Wee1 stabilizer 3, S1P4 agonist 1.0 and eIF4E-4G inh -9[fluorescence artefact?].
CC(=O)C1=C(O)CC(C)(C)CC1=NCc1nc2ccccc2[nH]1 was read as S1P4 antagonist -4, Ba/F3 V617F tox -1, PERK inhibitor 0.9, NPY2 pot ag -8, BaF3 tox 11, Wee1 stabilizer -1, S1P4 agonist -0.3, eIF4E-4G inh -4 and Mdm2 ligase inh -1.
For O=C(CSc1nc(-c2ccc(F)cc2)cs1)NCCN1C(=O)CSC1=O the results were S1P4 antagonist -4, Ba/F3 V617F tox 1, PERK inhibitor 1.1, NPY2 pot ag -2, BaF3 tox 6, Wee1 stabilizer 3, S1P4 agonist 0.0, eIF4E-4G inh 4 and Mdm2 ligase inh -5.
For CCc1c(C(=O)N/N=C/c2ccsc2)csc1C the results were S1P4 antagonist -3, Ba/F3 V617F tox -3, PERK inhibitor 1.2, NPY2 pot ag 1, BaF3 tox 4, Wee1 stabilizer 1, S1P4 agonist -0.2, eIF4E-4G inh 2[fluorescence artefact?] and Mdm2 ligase inh -4.
For Cn1c(O)c(N=NC(=O)Cn2ccc(C(F)(F)F)n2)c2ccccc21 the results were S1P4 antagonist -12, Ba/F3 V617F tox 0, PERK inhibitor 0.5, NPY2 pot ag 9, BaF3 tox 4, Wee1 stabilizer -1, S1P4 agonist -0.3, eIF4E-4G inh -1[fluorescence artefact?] and Mdm2 ligase inh -3.
